From PubChem BioAssay
NR2E3 ag-1: agonists of human nuclear receptor NR2E3; inhibition of corepressor binding, % at 4.78 µM; Q9Y5X4; GST-NR2E3/biotin-RetCOR TR-FRET, 1536-well; AID 2300; 320,000 tested, 0.12% active;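 active means percent inhibition above the cutoff of mean plus 3 SD of all tested compounds, set per screening campaign, cut at about 20% in these data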;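 further: 0% = DMSO wells and 100% = biotin wells as full block of FRET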
Target sequence (Q9Y5X4 whole entry, looked up): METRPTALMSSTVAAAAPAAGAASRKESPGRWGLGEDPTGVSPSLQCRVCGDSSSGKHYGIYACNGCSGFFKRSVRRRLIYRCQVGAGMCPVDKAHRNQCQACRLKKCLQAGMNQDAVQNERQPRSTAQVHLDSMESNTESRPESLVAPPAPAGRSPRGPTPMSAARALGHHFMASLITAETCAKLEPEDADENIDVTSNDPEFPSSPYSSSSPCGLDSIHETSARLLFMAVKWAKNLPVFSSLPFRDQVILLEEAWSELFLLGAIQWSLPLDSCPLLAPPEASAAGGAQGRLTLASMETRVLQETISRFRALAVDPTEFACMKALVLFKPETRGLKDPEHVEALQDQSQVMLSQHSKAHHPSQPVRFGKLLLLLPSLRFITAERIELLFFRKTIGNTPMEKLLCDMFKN
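Material: NR2E3–RetCOR corepressor complex / Amount: 1.35 nM GST-NR2E3 / Medium: Tris pH 7.5 / Compound: single nominal compound dose of 4.8 µM / Incubation: 5 h at 4 °C / Technique: TR-FRET, Eu(K)-anti-GST donor, streptavidin-D2 acceptor, ex 340, em 617/671 nm / Read-out basis: percent loss of FRET ratio relative to control wells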
PDI turbidity: inhibitors of human protein disulfide isomerase; P07237; PDI insulin aggregation turbidity, A650, 90 min; inhibition, % at 10 µM; 350,000 tested, 0.052% active; AID 588391;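 active means mean inhibition across replicates of 30% or more, whatever share of single replicates reach that level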;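 further: absorbance from insulin aggregation driven by PDI reduction with DTT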
H9c2 protect: myocardial damage modulation in H9c2 cells; AID 588492; protection from H2O2 cell death, % at 20 µM; 360,000 tested, 0.63% active; H9c2 cardiomyocytes, H2O2 injury protection, ATPLite, 2 h;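 active means compounds giving at least 50% protection of heart cells from peroxide-induced death in the single-dose screen, raw or plate-pattern-corrected value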;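 further: 0% = DMSO wells with peroxide and 100% = DMSO wells without peroxide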
HIF-2a inh: HIF-2a inhibition; 360,000 tested, 0.72% active; AID 624352; inhibition, % at 18.8 µM; 786-0 RCC cells HIF-2a reporter, luciferase luminescence, overnight;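 active means inhibition of the luminescence signal of 40% or more relative to plate controls, in a single-dose primary screen at 18.75 µM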
CaV13 FRET inh: Disruptors of the CACNA1D IQ motif to Ca2+-dependent inactivation inhibitor domain association, primary screening, Förster resonance energy transfer in intact living … | inhibition, % at 12.3 µM | 340,000 tested, 0.098% active | HEK cells, CFP/YFP FRET ICDI-IQ, plate reader, 10 min; percent FRET-ratio fall versus neutral wells | AID 743397;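 active means mean replicate inhibition of at least 30% and at least 1% of replicates passing that level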;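 further: 0% = median of the neutral control wells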
iPSC survival up: hiPSC single-cell survival enhancement | ATPlite luminescence; 100% = ROCK inhibitor wells, 0% = DMSO | survival enhancement, % at 20 µM | 360,000 tested, 0.044% active | AID 602274; in the data active means survival enhancement above about 18%;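 further: cells exposed to compounds for 16 hours before the ATP read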
Shn3 3UTR inh: inhibitors of Schnurri-3 3'UTR reporter in osteoblasts; Clone20 osteoblast Shn3 3'UTR firefly luciferase, 24 h; inhibition, % at 12.5 µM; 360,000 tested, 0.52% active; AID 588674;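 active means mean inhibition of at least 75% with every replicate also reaching 75%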;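 further: 0% = median of neutral control wells and 100% = pilot-screen positive control compound; some compounds past the cut are filed as inactive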
m5-HT2A agonist: mouse HTR2A agonism via beta-arrestin recruitment; P35363; CHO-K1 mHTR2A beta-arrestin complementation, luminescence; percent of 30 µM serotonin response; activation, % at 7.6 µM; 360,000 tested, 0.66% active; AID 624169;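 active means activation above a run cutoff, the mean activation of all tested compounds plus 3 SD, cut at about 14% in these data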;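 further: 0% = plate median of compound wells and 100% = 30 µM serotonin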
Target sequence (P35363 whole entry, looked up): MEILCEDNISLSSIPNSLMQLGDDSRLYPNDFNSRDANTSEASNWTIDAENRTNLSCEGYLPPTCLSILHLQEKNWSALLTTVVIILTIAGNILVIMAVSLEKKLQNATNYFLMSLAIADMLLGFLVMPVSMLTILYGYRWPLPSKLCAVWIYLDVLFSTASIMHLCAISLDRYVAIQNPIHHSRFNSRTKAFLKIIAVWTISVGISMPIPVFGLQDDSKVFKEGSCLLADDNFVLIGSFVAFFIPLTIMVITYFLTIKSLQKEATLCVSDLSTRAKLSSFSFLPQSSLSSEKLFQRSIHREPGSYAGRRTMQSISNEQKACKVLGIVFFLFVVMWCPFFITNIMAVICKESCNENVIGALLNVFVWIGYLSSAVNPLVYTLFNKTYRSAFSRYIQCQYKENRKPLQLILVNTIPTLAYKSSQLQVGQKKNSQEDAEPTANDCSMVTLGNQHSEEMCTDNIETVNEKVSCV
Peg3 prom inh: inhibitors of Peg3 promoter. HeLa PEG-Prom luciferase reporter, luminescence, overnight. inhibition, % at 20 µM. 360,000 tested, 1.7% active;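 active means inhibition of at least 50% at 20 µM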
NR2E3 ag-2: activates human NR2E3 receptor; Q9Y5X4; CHO-S Gal4-NCOR/VP16-NR2E3 two-hybrid, luciferase; inhibition of corepressor binding, % at 3.98 µM; 360,000 tested, 0.35% active; AID 602229;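 active means inhibition above the mean of all tested compounds plus 3 SD, cut at about 70% in these data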;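 further: 0% = DMSO with NR2E3 transfected cells and 100% = cells lacking NR2E3 construct; higher means lower luciferase signal from less NR2E3 corepressor binding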
TRPM1 prom inh: MITF TRPM1 promoter inhibition in SK-MEL-5 cells | 330,000 tested, 0.83% active | SK-MEL-5 TRPM1 promoter luciferase, 24 h | inhibition, % at 12.5 µM | AID 488899;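 active means mean inhibition across replicates of 60% or more, whatever share of single replicates reaches that level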; further: values of inactives mirror those of a sister screen read the other way
An asterisk follows results filed as active; . = no result given.

No. | Structure | NR2E3 ag-1 | PDI turbidity | H9c2 protect | HIF-2a inh | CaV13 FRET inh | iPSC survival up | Shn3 3UTR inh | m5-HT2A agonist | Peg3 prom inh | NR2E3 ag-2 | TRPM1 prom inh
1 | COc1cc(C(=S)N2CCOCC2)cc(OC)c1OC(=O)c1cccc(C)c1 | 0.6 | 4.2 | 5.7 | 19.1 | -4.3 | -0.7 | -1.8 | 0.0 | 7.1 | -20.2 | 5.9
2 | NC(=O)c1oc2ccc(Cl)cc2c1NC(=O)CN1CCOCC1 | 2.2 | -5.1 | 8.7 | 0.9 | -4.8 | -0.6 | 17.6 | -5.8 | 21.1 | -10.4 | 10.9
3 | CC1C/C(=N\NC(=S)NC(C)C)CC(C)(C)C1 (stereo not given) | 1.4 | -3.3 | 6.9 | 8.2 | -5.2 | 0.7 | -9.5 | -6.3 | 5.7 | 25.6 | 13.2
4 | FC(F)(F)c1ccccc1-n1ccnc1 | 3.9 | 5.6 | -3.8 | -6.3 | -5.7 | 2.6 | -30.4 | 1.7 | 10.5 | -1.8 | 0.7
5 | O=C(Nc1ccc(S(=O)(=O)N2CCCCCC2)cc1)c1ccc(Br)o1 | -0.4 | 1.8 | -1.1 | -55.0 | -5.0 | -0.2 | -9.0 | -4.1 | -29.5 | -9.8 | -43.5
6 | Cc1ccc(N=Nc2ccc(O)c3ncccc23)cc1 | 3.7 | 8.2 | 22.9 | 6.5 | -3.0 | -0.2 | 90.5* | -2.9 | 28.4 | 28.0 | 86.7*
7 | CCCN(CC(=O)Nc1cc(Cl)ccc1Cl)C(=O)CN1C(=O)C2CCCCC2C1=O (stereo not given) | 0.3 | -2.0 | 1.7 | 18.7 | -4.7 | 0.2 | -6.1 | -0.2 | 8.2 | 0.0 | 10.8
8 | CCC(c1nc2ccccc2[nH]1)N(C(=O)Cc1cc(OC)cc(OC)c1)c1ccc(N2CCOCC2)cc1 (stereo not given) | . | . | 3.0 | -3.8 | -3.6 | 1.1 | 9.8 | 3.6 | 2.3 | 6.0 | .
9 | O=c1[nH]cnc2nc(-c3ccccc3)c(-c3ccccc3)nc12 | 4.7 | 1.9 | 8.8 | 21.0 | -5.5 | -3.2 | 1.2 | 1.9 | 6.8 | -11.6 | 18.0
10 | O=C(NCC1CCCO1)C(c1cccs1)N(C(=O)c1ccc(CN2CCOCC2)o1)c1ccc(Cl)cc1 (stereo not given) | -3.4 | -3.3 | -1.1 | 10.7 | -10.2 | -1.3 | 9.7 | 3.1 | -98.2 | 7.5 | -2.2
11 | COc1ccc(NC(=O)c2cccc(Oc3ccccc3)c2)cn1 | 3.2 | -4.5 | -2.7 | -158.6 | -7.0 | -0.3 | 3.1 | 0.7 | -169.4 | 8.2 | 4.6
12 | COCCNC(=O)C(c1ccc(C)o1)N(C(=O)c1snc(C(N)=O)c1N)c1ccc(C)c(C)c1 (stereo not given) | 1.7 | 0.4 | -2.8 | -100.5 | -5.4 | 7.2 | -12.6 | -2.3 | -37.7 | -22.7 | -13.1
13 | O=c1[nH]c(SCc2nc3ccccc3c(=O)n2-c2ccccc2)nc2ccccc12 | 0.1 | 5.4 | 20.0 | 18.8 | -14.4 | 2.0 | -8.9 | -0.1 | 16.1 | 0.9 | 12.3
14 | O=C(c1ccccc1)c1ccc(OCCCN2CCCCC2)cc1 | -2.0 | -14.0 | 6.8 | -8.1 | . | 0.8 | -5.8 | -0.6 | -2.7 | 0.0 | 7.4
15 | Cc1cccc(NC(=S)N(Cc2cccs2)Cc2cc3cc(C)ccc3[nH]c2=O)c1 | -3.0 | -3.4 | -15.3 | 12.4 | -3.0 | 0.1 | 55.0 | 6.8 | 7.9 | 7.2 | 3.6
16 | COc1ccccc1-n1c(C)nnc1SCC(N)=O | 1.2 | -1.2 | -0.4 | 11.7 | -6.3 | -1.0 | -4.0 | 0.3 | 6.3 | -1.9 | -4.5
17 | CC(C)C(OC(=O)Cn1nnc2ccccc21)C(=O)NC1CCCC1 (stereo not given) | 3.0 | -4.2 | 1.1 | 12.9 | -4.0 | 0.6 | 2.4 | -2.0 | 3.3 | -20.4 | 2.5
18 | COc1ccc(CNS(=O)(=O)NCc2ccc(OC)c(OC)c2)cc1OC | -0.2 | 0.1 | -6.7 | 18.0 | -6.9 | -0.2 | -8.0 | 4.2 | 4.3 | -0.7 | 4.5
19 | N/C(=N\OC(=O)c1cccc2ccccc12)c1cccc([N+](=O)[O-])c1 | 4.6 | 7.1 | -10.1 | -37.9 | -5.4 | 1.1 | -6.2 | 1.6 | -65.6 | 14.2 | -45.5
20 | CCCCCOC(=O)CSc1nnc(-c2cc(OC)c(OC)c(OC)c2)o1 | 3.6 | 1.6 | 6.4 | 18.1 | -4.3 | -2.7 | 7.3 | -3.6 | 9.9 | -20.6 | -7.7
21 | CC(C)(C)NCC(=O)N/N=C/c1ccc(OCc2ccccc2)cc1 | -1.6 | -2.3 | 25.0 | -15.2 | -4.2 | -0.3 | -6.2 | -3.0 | -161.9 | -42.6 | -85.3
22 | CC(C)c1nc(CNC(=O)CC2C(=O)NCCN2Cc2cccc(F)c2F)cs1 (stereo not given) | 1.4 | 1.7 | -2.3 | 8.1 | -4.0 | -0.5 | 4.2 | 5.3 | 13.0 | -11.9 | -0.8
23 | O=C(NC1CCCCC1)N(Cc1nc2ccccc2c(=O)[nH]1)C1CCCCC1 | 3.7 | -2.0 | -5.8 | -75.2 | . | 27.9* | -12.7 | -0.8 | -10.2 | -41.7 | -9.5
24 | O=C(NCCCN1CCOCC1)c1cccc(S(=O)(=O)N2CCc3ccccc32)c1 | . | 0.4 | 2.4 | 10.4 | -4.9 | -1.6 | 10.4 | -4.1 | 4.0 | -37.5 | .
25 | O=C(NN=C1CCCC1)c1[nH]c2ccc(Cl)cc2c1-c1ccccc1 | 1.9 | -2.5 | 14.9 | 4.1 | -16.0 | -0.5 | . | -4.4 | 34.5 | -10.0 | 5.6
26 | CSc1ccc(/C=C/C(=O)OCC(=O)NC2CC2)cc1 | 3.5 | -3.7 | 2.0 | 10.1 | -5.0 | -0.6 | -29.2 | -3.7 | 4.3 | -12.3 | -12.7
27 | Nc1nc(C2CCOCC2)cs1 | -3.7 | -2.1 | -1.6 | 14.6 | -4.6 | -0.5 | 5.4 | 3.5 | 21.0 | -0.5 | -8.7
28 | COc1ccc(C(=O)n2cnc3ccccc32)cc1Br | -0.3 | 6.6 | -0.3 | 2.4 | -4.3 | 0.7 | -3.9 | 4.9 | 22.2 | 0.9 | 8.5
29 | CONC(=O)c1ccc(-c2cccc3nccn23)cc1 | . | -2.2 | 3.7 | 0.4 | -4.8 | 4.5 | -4.7 | -4.1 | -4.5 | -26.8 | .
30 | CC1(C)Cc2c(c(=S)nc(-c3ccccc3)n2CCN2CCOCC2)CO1 | -0.5 | -6.4 | -0.4 | 17.2 | -5.1 | 2.5 | 2.1 | 8.5 | -14.6 | -7.6 | 5.4

Random excerpt: 2 records from the list
No. | Structure | NR2E3 ag-1 | PDI turbidity | H9c2 protect | HIF-2a inh | CaV13 FRET inh | iPSC survival up | Shn3 3UTR inh | m5-HT2A agonist | Peg3 prom inh | NR2E3 ag-2 | TRPM1 prom inh
23 | O=C(NC1CCCCC1)N(Cc1nc2ccccc2c(=O)[nH]1)C1CCCCC1 | 3.7 | -2.0 | -5.8 | -75.2 | . | 27.9* | -12.7 | -0.8 | -10.2 | -41.7 | -9.5
21 | CC(C)(C)NCC(=O)N/N=C/c1ccc(OCc2ccccc2)cc1 | -1.6 | -2.3 | 25.0 | -15.2 | -4.2 | -0.3 | -6.2 | -3.0 | -161.9 | -42.6 | -85.3

Later entries
No. | Structure | NR2E3 ag-1 | PDI turbidity | H9c2 protect | HIF-2a inh | CaV13 FRET inh | iPSC survival up | Shn3 3UTR inh | m5-HT2A agonist | Peg3 prom inh | NR2E3 ag-2 | TRPM1 prom inh
31 | O=S(=O)(c1ccc2ccccc2c1)N1CCN(S(=O)(=O)N2CCCCC2)CC1 | -2.5 | -2.1 | -1.8 | 20.5 | -6.0 | -0.8 | 23.5 | 1.8 | -1.2 | -11.8 | 1.8
32 | COc1ccc(CCNC2=C(Cl)C(=O)N(CCc3ccc(OC)c(OC)c3)C2=O)cc1OC | 5.5 | -3.9 | 26.8 | 20.4 | -19.0 | -2.4 | 80.0 | 1.3 | 79.9* | 18.1 | 48.6
33 | COc1ccccc1-n1cnc2cc(NC(=O)c3ccco3)ccc21 | 2.6 | -6.9 | 5.5 | -164.8 | -7.8 | -0.9 | -10.4 | -0.7 | -85.8 | -88.6 | -14.5
34 | COc1cc(C2Nc3ccc4ncccc4c3C3=C2C(=O)CCC3)cc(OC)c1O (stereo not given) | 0.8 | -0.1 | 1.4 | 6.2 | . | -2.5 | 10.9 | -5.6 | 12.9 | -65.0 | 39.6
35 | OCc1ccccc1-c1nc(NCc2ccccc2)nc2ccsc12 | . | -6.0 | 18.6 | -6.5 | -9.8 | -1.5 | -15.5 | 6.6 | -1.6 | -5.2 | .
36 | O=C(N1CCN(c2ccccc2)CC1)C1(S(=O)(=O)c2ccc(Cl)cc2)CC1 | 8.0 | -2.3 | -1.6 | 3.3 | -3.2 | -0.7 | -1.4 | -2.7 | -7.7 | -22.6 | 4.4
37 | CNc1sc(C(=O)c2ccc(F)cc2)c(N)c1-c1nc2ccccc2s1 | -4.5 | 0.2 | -11.4 | -112.3 | -4.6 | -2.7 | -28.8 | -3.1 | -88.8 | -69.9 | -5.9
38 | O=C(O)c1cc(Cl)ccc1NC(=O)C1CCCO1 (stereo not given) | 4.7 | 3.3 | 10.0 | -19.1 | -7.4 | 1.9 | -2.2 | 0.5 | -8.7 | 6.2 | 2.1
39 | CCN(C(=S)Nc1ccc(OC(F)F)cc1)C1CCCCC1 | 2.0 | -8.0 | 1.4 | -19.3 | -6.0 | -0.3 | 19.0 | -3.1 | 3.2 | -3.3 | 7.4
40 | O=C(Nc1nc2ccc(Cl)cc2s1)c1ccc(Br)o1 | 3.0 | 6.0 | -25.0 | -320.2 | -5.3 | -4.0 | -38.1 | 10.0 | -367.6 | -126.3 | -56.7
41 | O=C(O)C1CC=C(Cl)CC1C(=O)NCc1ccccc1 (stereo not given) | 1.4 | -4.0 | 1.2 | 16.3 | -4.8 | -0.5 | -3.6 | -1.0 | 0.4 | 6.6 | -1.7
42 | Cc1ccccc1NC(=O)c1ccc(CSc2ncccn2)cc1 | 1.4 | 2.7 | 2.2 | -127.7 | -7.9 | 0.6 | -6.9 | -2.1 | -97.8 | -20.9 | -30.2
43 | O=C(Nc1ccc(N2CCOCC2)cc1N1CCOCC1)c1ccco1 | 1.4 | 6.1 | -0.7 | 10.6 | -5.4 | -3.6 | -1.1 | -4.3 | -5.5 | 14.6 | 4.0
44 | CCN(C(=O)CN1C(=O)c2ccc([N+](=O)[O-])cc2C1=O)C1CCS(=O)(=O)C1 (stereo not given) | -2.2 | -1.0 | 0.1 | 0.1 | -2.4 | -0.4 | -11.0 | 5.1 | 11.9 | -31.4 | -9.7
